Screening data: PubChem, National Center for Advancing Translational Sciences (NCATS)
KB-3-1 tox – qHTS assay for MDR1-selective chemotherapeutics: Primary screen using the parental adenocarcinoma cell KB-3-1 | KB-3-1 viability, CellTiter-Glo ATP luminescence, 72 h | Potency, µM (titrated, usually from 46.1 µM), for inactives: at the highest dose activity change, negative = cytotoxic, actives largely listed as cytotoxic | actives 1.4% (n = 400,000) | AID 1347075, 2019; also: potency is read from the fitted curve at half-maximal effect; % is scaled to controls: 0 for no effect and ±100 for the full control effect; nearly all actives have a fitted effect of over 60% in size
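72 h, 37 °C compound treatment of KB-3-1 parental cells; CellTiter-Glo added, 10 min, luminescence read. Data corrected against DMSO-only plates and normalized before curve fitting.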
SW480 rereplic – A quantitative high throughput screen for small molecules that induce DNA re-replication in SW480 colon adenocarcinoma cells. SW480 DNA re-replication, Hoechst DNA content imaging, 48 h. Potency, µM (highest dose often 46.1 µM), without a hit: top-dose re-replication activation, usual class: activators. actives 1.8% (n = 340,000). AID 624297, 2012; also: potency is read from the fitted curve at half-maximal effect; % of control where 0% means no effect; nearly all actives have a fitted effect of over 55% in size
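250 cells/well; 23 nL cpd via pin tool; 48 hr, 37 C, 5% CO2; Hoechst 40 min; imager read of total nuclear intensity, ex 405/em 500-530 nm.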
IL1B secr inh – qHTS for Inhibitors of Inflammasome Signaling: IL-1-beta AlphaLISA Primary Screen | actives 4.7% (n = 360,000) | activity change, % at 57.5 µM | THP-1 LPS/ATP IL-1B secretion, AlphaLISA, 16 h; hits give low values | AID 743279, 2014; in the data active = activity change below about -50%; inconclusive = mostly about -30% to -49%; also: % is scaled to controls: 0 for no effect and ±100 for the full control effect
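THP-1 cells pretreated 1 hr with compounds (up to 57.5 uM final), then stimulated with LPS (250 ng/mL final) plus ATP (1.25 mM final); secreted IL-1B measured by AlphaLISA after 16 hr, decreased signal indicating inhibition.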
MCF10A rereplic – A quantitative high throughput screen for small molecules that induce DNA re-replication in MCF 10a normal breast cells | MCF 10A DNA re-replication, Hoechst nuclear intensity, 48 h | Potency, µM (highest dose often 46.1 µM), inactives show top-dose activity, positive = re-replication, most hits filed as activators | actives 2.9% (n = 350,000); also: potency is read from the fitted curve at half-maximal effect; % of control where 0% means no effect; nearly all actives have a fitted effect of over 50% in size
ATXN2 expr inh – Primary qHTS for Inhibitors of ATXN expression; HEK-293 ATXN2-luciferase reporter, luminescence, 24 h; AID 1745845, 2022; Potency, µM (top dose mostly 57 µM), inactives show at the top dose activity change, negative = inhibition, actives largely listed as inhibitors; actives 0.72% (n = 360,000); also: potency is read from the fitted curve at half-maximal effect; % is scaled to controls: 0 for no effect and ±100 for the full control effect; nearly all actives have a fitted effect of over 55% in size
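ATXN2-luciferase reporter cells (luciferase flanked by upstream and downstream ATXN2 gene portions) were treated 24 h at 37 °C with compounds at up to 57 uM. SteadyGlo luminescence gave expression; GF-AFC fluorescence gave viability.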
HT1080 IDH1KD tx – qHTS for induction of synthetic lethality in tumor cells producing 2HG: qHTS for the HT-1080-IDH1KD cell line. HT-1080 IDH1 knockdown viability, ATP luminescence, 48 h. Potency, µM (series often up to 46.1 µM), for inactives: at the highest dose activity, negative = toxicity, actives largely listed as cytotoxic. actives 2% (n = 360,000). AID 686971, 2013;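 also: potency is read from the fitted curve at half-maximal effect; 0% = DMSO wells and -100% = cell-free medium wells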
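In this qHTS, HT-1080 cells depleted of IDH1 are exposed for 48 h at 37 °C to compound titrations. Toxicity is scored from CellTiter-Glo luminescence, with DMSO as full viability and medium alone as none.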
HT1080-NT tox – qHTS for induction of synthetic lethality in tumor cells producing 2HG: qHTS for the HT-1080-NT fibrosarcoma cell line; HT-1080-NT fibrosarcoma viability, CellTiter-Glo ATP luminescence, 48 h; Potency, µM (series often up to 46.1 µM), for inactives: at the top dose activity, negative = less viability, hits mostly cytotoxic; actives 1.6% (n = 360,000);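 also: NT is the 2HG producing partner of a matched IDH1 knockdown line; potency is read from the fitted curve at half-maximal effect; 0% = DMSO-treated cells and -100% = media-only wells without cells; nearly all actives have a fitted effect of over 55% in size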
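750 cells/well, RPMI + 5% FBS; 2 h settle, compound pin-transfer, 48 h at 37 degrees C. CellTiter-Glo 10 min RT, luminescence. Normalized to DMSO and media-only wells.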
KB-V1 cytotox – qHTS assay for MDR1-selective chemotherapeutics: Primary screen using the drug-selected MDR subline cells KB-V1; Potency, µM (top dose mostly 46.1 µM), inactives show at the highest dose activity change, negative = cytotoxicity, actives largely listed as cytotoxic; actives 3.4% (n = 400,000); KB-V1 MDR cells viability, CellTiter-Glo, 72 h; also: potency is read from the fitted curve at half-maximal effect; % is scaled to controls: 0 for no effect and ±100 for the full control effect; nearly all actives have a fitted effect of over 60% in size
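KB-V1, DMEM (no phenol red) + 10% FBS; cpd pin-transferred, titration series; 72 h, 37 degrees C; CellTiter-Glo, luminescence. Data normalized, curve-fit.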
WRN helicase inh – qHTS for Inhibitors of WRN Helicase; Bifunctional 3'-5' exonuclease/ATP-dependent helicase WRN (Homo sapiens), Q14191; WRN helicase unwinding, fluorescent forked duplex, kinetic; Potency, µM (doses to about 114 µM), for inactives: at the top dose activity change, negative = inhibition, actives largely listed as inhibitors; actives 0.46% (n = 360,000); AID 651768, 2012; also: potency is read from the fitted curve at half-maximal effect; % is scaled to controls: 0 for no effect and ±100 for the full control effect; nearly all actives have a fitted effect of over 55% in size
Target sequence (Q14191 whole entry, looked up): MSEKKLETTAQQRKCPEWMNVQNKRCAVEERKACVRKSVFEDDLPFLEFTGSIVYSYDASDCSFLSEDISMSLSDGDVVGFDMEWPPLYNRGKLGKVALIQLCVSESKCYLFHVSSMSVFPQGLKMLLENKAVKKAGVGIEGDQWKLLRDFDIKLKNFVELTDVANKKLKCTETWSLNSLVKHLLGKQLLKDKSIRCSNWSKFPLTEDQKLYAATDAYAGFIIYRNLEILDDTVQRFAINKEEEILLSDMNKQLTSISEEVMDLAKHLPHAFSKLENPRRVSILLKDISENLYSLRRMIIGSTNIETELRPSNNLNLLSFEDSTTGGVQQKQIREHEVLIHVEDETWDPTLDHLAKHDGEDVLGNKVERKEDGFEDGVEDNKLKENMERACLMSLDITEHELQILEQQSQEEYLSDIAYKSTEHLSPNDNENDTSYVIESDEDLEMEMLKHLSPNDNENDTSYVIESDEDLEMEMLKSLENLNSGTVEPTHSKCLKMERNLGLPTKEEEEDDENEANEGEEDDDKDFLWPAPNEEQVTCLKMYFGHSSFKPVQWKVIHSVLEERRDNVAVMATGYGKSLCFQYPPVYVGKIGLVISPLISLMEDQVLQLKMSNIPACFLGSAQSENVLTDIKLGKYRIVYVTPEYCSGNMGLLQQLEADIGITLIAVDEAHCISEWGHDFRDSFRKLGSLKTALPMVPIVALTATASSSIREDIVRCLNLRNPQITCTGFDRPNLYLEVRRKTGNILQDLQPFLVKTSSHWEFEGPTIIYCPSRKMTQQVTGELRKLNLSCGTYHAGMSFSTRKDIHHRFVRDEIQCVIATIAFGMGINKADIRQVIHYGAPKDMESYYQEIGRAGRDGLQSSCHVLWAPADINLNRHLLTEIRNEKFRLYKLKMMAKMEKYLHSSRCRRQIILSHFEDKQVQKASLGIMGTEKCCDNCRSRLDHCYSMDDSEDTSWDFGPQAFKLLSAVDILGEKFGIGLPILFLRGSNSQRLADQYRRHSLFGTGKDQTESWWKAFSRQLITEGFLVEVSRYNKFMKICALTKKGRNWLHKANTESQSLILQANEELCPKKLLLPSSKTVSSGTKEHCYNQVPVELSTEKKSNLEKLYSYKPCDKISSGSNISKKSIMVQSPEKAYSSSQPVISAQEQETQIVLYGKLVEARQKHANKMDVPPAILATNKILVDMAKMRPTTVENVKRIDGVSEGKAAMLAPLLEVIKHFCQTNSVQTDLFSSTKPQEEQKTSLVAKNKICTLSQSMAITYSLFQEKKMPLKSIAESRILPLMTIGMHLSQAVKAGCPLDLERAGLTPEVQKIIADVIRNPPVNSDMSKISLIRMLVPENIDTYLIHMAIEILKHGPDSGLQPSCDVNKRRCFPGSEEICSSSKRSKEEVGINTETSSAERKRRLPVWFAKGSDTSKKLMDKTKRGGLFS
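Primary qHTS, 1536-well format. 20 nM WRN + compound, 15 min RT; start with 100 nM forked fluorophore/quencher duplex, 2 mM ATP (final); kinetic read ex 525/em 598 nm.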
* marks the source's active call; other numbers are inactive results; ? = inconclusive; nt = not tested or not shown; [ ] = dose if it differs, or a comment. Unless noted, calls follow the shape of the dose curve; as a rule, active = well fitted curve in the direction sought with a large enough effect; inconclusive = small, poorly fitted or top-dose-only effect, or another doubt; inactive = no such curve, though single readings can be large; an effect the other way counts as inactive or inconclusive.

1: CC(C)Oc1ccc(C2CC(=O)N(C)C2=O)cc1 (configuration not stated)
2: CCOc1ccc(N(Cc2cc3cc(C)ccc3[nH]c2=O)C(=O)COC)cc1
3: COc1ccc(CN2CCNC(=O)C2CC(=O)NCC2CCOCC2)c(C)c1C (configuration not stated)
4: Cc1nc(SCc2nc3c(C)cccc3[nH]2)c2oc3ccccc3c2n1
5: O=[N+]([O-])c1cc(C=Nc2ccc3ccccc3c2)ccc1Br
6: Cc1nc(-c2ccc(C(=O)Nc3ccc(F)cc3)cc2)cs1

Compound	1	2	3	4	5	6
KB-3-1 tox	-2%	-4%	19%	-1%	?	-15%
SW480 rereplic	-4%	-5%	-5%	-2%	?	2%
IL1B secr inh	5	-16	6	nt	-4	32
MCF10A rereplic	-3%	-4%	-3%	16%	?	2%
ATXN2 expr inh	nt	-25%	0%	-23%	-4%	59%[activator][11.3 µM]
HT1080 IDH1KD tx	-2%	9%	-8%	nt	-26%	-3%
HT1080-NT tox	2%	?	3%	nt	-4%	-22%
KB-V1 cytotox	7%	?	25%	7%	?	?
WRN helicase inh	11%	-3%	7%	nt	3%	-20%[57.1 µM]

7: CCn1c(SCC(=O)N(C)C)nc2cc(S(=O)(=O)N3CCOCC3)ccc21
8: COCCNc1nc(NCc2ccc(NC(C)=O)cc2)c2sccc2n1
9: Cc1ccc2nc(-c3ccccc3)c(Cc3ccccn3)n2c1
10: N#C/C(=C(O)\C=C\c1ccccc1)c1nc2ccccc2[nH]1
11: CCOc1ccc(NC2=C(Cl)C(=O)N(C3CCCCC3)C2=O)cc1
12: CCCCN(C)C(=S)Nc1ccc2nc(N3CCN(CC)CC3)cc(C)c2c1

Compound	7	8	9	10	11	12
KB-3-1 tox	14%	0%	-2%	-18%	33%	-3%
SW480 rereplic	-2%	nt	nt	19%	-1%	5%
IL1B secr inh	-2	30	25	0	-10	0
MCF10A rereplic	-2%	nt	nt	?	4%	19%
ATXN2 expr inh	9%	1%	6%	nt	-11%	-1%
HT1080 IDH1KD tx	9%	0%	-24%	20%	3%	0%
HT1080-NT tox	2%	22%	-19%	16%	14%	-7%
KB-V1 cytotox	-1%	23%	?	?	14%	1%
WRN helicase inh	-1%	4%	-8%	-11%	4%	7%

13: CCCC[C@H]1COCCS(=O)(=O)N1Cc1ccc(F)cc1
14: O=C(CN(C(=O)CCC(=O)Nc1ccccn1)C1CCCC1)NCc1ccccc1
15: CSCCC(C(=O)N(C)CC(=O)Nc1cccc(F)c1)N1C(=O)c2ccccc2C1=O (configuration not stated)
16: COc1cc(NC(=O)COC(=O)c2cc(S(=O)(=O)N3CCOCC3)ccc2F)cc(OC)c1
17: Nc1nc(-c2cccnc2)nc(N2CCCCC2)n1
18: Cc1ccc(SCC(=O)Nc2cccc(S(=O)(=O)N3CCOCC3)c2)cc1C

Compound	13	14	15	16	17	18
KB-3-1 tox	?	6%	-3%	-7%	14%	?
SW480 rereplic	-9%	-22%	7%	2%	1%	-11%
IL1B secr inh	-9	-1	-7	-27	0	-29
MCF10A rereplic	0%	-3%	3%	4%	-2%	0%
ATXN2 expr inh	-13%	-4%	-10%	1%	4%	-23%
HT1080 IDH1KD tx	12%	13%	-10%	3%	3%	0%
HT1080-NT tox	0%	15%	0%	-10%	9%	-5%
KB-V1 cytotox	?	4%	-41%	5%	15%	-10%
WRN helicase inh	-8%	0%	-2%	-4%	-12%	6%

Sorted by number of heavy atoms (descending): part of the list above
16: COc1cc(NC(=O)COC(=O)c2cc(S(=O)(=O)N3CCOCC3)ccc2F)cc(OC)c1
15: CSCCC(C(=O)N(C)CC(=O)Nc1cccc(F)c1)N1C(=O)c2ccccc2C1=O (configuration not stated)
17: Nc1nc(-c2cccnc2)nc(N2CCCCC2)n1

Compound	16	15	17
KB-3-1 tox	-7%	-3%	14%
SW480 rereplic	2%	7%	1%
IL1B secr inh	-27	-7	0
MCF10A rereplic	4%	3%	-2%
ATXN2 expr inh	1%	-10%	4%
HT1080 IDH1KD tx	3%	-10%	3%
HT1080-NT tox	-10%	0%	9%
KB-V1 cytotox	5%	-41%	15%
WRN helicase inh	-4%	-2%	-12%

(continued)
19: O=C(O)c1ccc(Nc2nc(-c3cc4ccccc4oc3=O)cs2)cc1O
20: O=C(CSc1nnc2c(n1)[nH]c1ccc(S(=O)(=O)N3CCOCC3)cc12)Nc1ccccc1Cl
21: COc1cccc(/C=N/NC(=O)CNC(=O)CCc2ccccc2)c1O
22: CCOc1ccc(NC(=O)CN2CCC(n3cnc4cc(F)ccc43)CC2)cc1
23: O=S(=O)(Nc1ccccn1)c1ccc(C(F)(F)F)cc1Cl
24: Cc1ccc(CNC(=O)Cc2nc3nc(C)cc(C)n3n2)cc1

Compound	19	20	21	22	23	24
KB-3-1 tox	5%	2%	-8%	4%	1%	5%
SW480 rereplic	?	1%	10%	1%	21µM*	-1%
IL1B secr inh	0	14	232	-5	17	18
MCF10A rereplic	13µM*	?	14%	-3%	?	-5%
ATXN2 expr inh	-4%[11.3 µM]	-5%	nt	-22%	-5%	-2%
HT1080 IDH1KD tx	-10%	1%	21µM*	-17%	13%	15%
HT1080-NT tox	-10%	-3%	?	-9%	2%	8%
KB-V1 cytotox	8%	-1%	?	?	-9%	-2%
WRN helicase inh	?	2%	-1%	8%	-1%	7%

25: COc1ccc(C(C[N+](=O)[O-])c2c(-c3ccccc3)cc3ccccn23)c(OC)c1 (configuration not stated)
26: Cc1nnsc1C(=O)NC(=O)Nc1ccc(F)c(Cl)c1
27: CSc1nccc(Oc2cccc(C#N)c2)n1
28: CCOC(=O)c1cc2oc(C(c3nnnn3C3CCCCC3)N3CCOCC3)cc2[nH]1 (configuration not stated)
29: COCC(=O)N(C)C[C@H]1Oc2cc(C#Cc3cccnc3)ccc2S(=O)(=O)N([C@H](C)CO)C[C@H]1C
30: CSCCC(C(=O)Nc1ccc2c(c1)OCO2)N1C(=O)c2ccccc2C1=O (configuration not stated)

Compound	25	26	27	28	29	30
KB-3-1 tox	?	16%	?	?	-15%	-4%
SW480 rereplic	?	-6%	-2%	?	nt	-15%
IL1B secr inh	-11	-20	2	-16	-18	21
MCF10A rereplic	16µM*	5%	1%	?	nt	0%
ATXN2 expr inh	0%	-18%	-3%	-29%	-9%	1%
HT1080 IDH1KD tx	?	14%	11%	?	-1%	0%
HT1080-NT tox	?	10%	0%	?	2%	1%
KB-V1 cytotox	?	16%	10%	?	0%	23%
WRN helicase inh	-27%	-22%	-8%	-7%	-3%	3%

31: Cc1ccc(C)c(NC(=O)CCn2nc(C)cc2C)c1
32: Cc1ccc(Cl)cc1NC(=O)NCc1cccnc1
33: CCN(CC)C(=O)CCS(=O)(=O)c1cccc2nonc12
34: C=CCNC(=O)/C(=C/c1cn(-c2ccccc2)nc1-c1cccc([N+](=O)[O-])c1)NC(=O)c1ccccc1
35: O=C(NCc1ccco1)C(c1ccccc1)N(Cc1ccccc1)C(=O)Cn1nnc2ccccc21 (configuration not stated)
36: O=C(NCc1cccc(C(F)(F)F)c1)C1CC(c2ccccc2F)=NO1 (configuration not stated)

Compound	31	32	33	34	35	36
KB-3-1 tox	5%	2%	0%	15%	-12%	7%
SW480 rereplic	-4%	18µM*	-3%	?	-3%	1%
IL1B secr inh	-8	36	-12	-21	?	-23
MCF10A rereplic	6%	0%	-4%	0%	0%	?
ATXN2 expr inh	4%	-9%	-16%	7%	-1%	-14%
HT1080 IDH1KD tx	0%[9.24 µM]	4%	7%	11%	-4%	?
HT1080-NT tox	6%	-1%	11%	5%	-8%	?
KB-V1 cytotox	-22%	15%	-10%	16µM*	?	0%
WRN helicase inh	-6%	10%	2%	5%	5%	7%

37: CC(C)CCNC(=O)NC(=O)CSc1ncccn1
38: Cc1cccc(N(Cc2ccccc2)C(=O)CN2C(=O)NC3(CCCC3)C2=O)c1
39: CN(C)S(=O)(=O)N1CCc2ccc(NC(=O)c3ccc(C(F)(F)F)cc3)cc2C1
40: NC(=O)C1CCN(Cc2nc(-c3ccccc3)no2)CC1
41: COC(=O)Cc1[nH]c(=O)[nH]c1C(=O)OC
42: CN(C)CCNC(=O)/C(=C/c1ccc(-c2ccc(Cl)cc2Cl)o1)NC(=O)c1ccccc1
43: O=C1NC(N2CCOCC2)=N/C1=C/c1ccc2c(c1)OCO2
44: c1cc2c(cc1CNc1ccc(N3CCOCC3)cc1)OCO2
45: O=C(c1ccc(F)cc1)C1CCN(C(=O)NCc2ccccc2)CC1

Compound	37	38	39	40	41	42	43	44	45
KB-3-1 tox	-14%	-3%	?	3%	-5%	?	3%	17%	0%
SW480 rereplic	0%	-1%	-3%	1%	-1%	?	15%	6%	-7%
IL1B secr inh	6	-21	?	28	-12	-67*	25	nt	-5
MCF10A rereplic	-1%	25%	7%	8%	0%	7.3µM*	4%	-30%	-5%
ATXN2 expr inh	nt	nt	-9%	15%	-2%	-25%	-25%	15%	-11%
HT1080 IDH1KD tx	15%	-2%	?	15%	-9%	21µM*	18%	nt	-1%
HT1080-NT tox	16%	-4%	16µM*	4%	13%	?	-1%	nt	-14%
KB-V1 cytotox	14%	2%	?	4%	0%	?	?	8%	-5%
WRN helicase inh	1%	6%	-2%	-4%	-4%	-4%	-6%	nt	4%
